High-throughput results as filed in PubChem.
GLP1R inv ag: acts as inverse agonist at human GLP-1 receptor | P43220 | HEK293 GLP-1R CRE-luciferase, luminescence, 24 h; GLP-1R form is constitutively active | Potency, µM (titrated, usually from 38.3 µM), for inactives: at the top dose activity change, negative = inhibition, most hits filed as inhibitors | 410,000 compounds, 1.6% hits | AID 624417; further: potency means the concentration at half of the fitted maximal effect; on the % scale 0 is the no-effect control and ±100 the full control effect; nearly all actives have a fitted effect of over 55% in size
Target sequence (P43220 whole entry, looked up): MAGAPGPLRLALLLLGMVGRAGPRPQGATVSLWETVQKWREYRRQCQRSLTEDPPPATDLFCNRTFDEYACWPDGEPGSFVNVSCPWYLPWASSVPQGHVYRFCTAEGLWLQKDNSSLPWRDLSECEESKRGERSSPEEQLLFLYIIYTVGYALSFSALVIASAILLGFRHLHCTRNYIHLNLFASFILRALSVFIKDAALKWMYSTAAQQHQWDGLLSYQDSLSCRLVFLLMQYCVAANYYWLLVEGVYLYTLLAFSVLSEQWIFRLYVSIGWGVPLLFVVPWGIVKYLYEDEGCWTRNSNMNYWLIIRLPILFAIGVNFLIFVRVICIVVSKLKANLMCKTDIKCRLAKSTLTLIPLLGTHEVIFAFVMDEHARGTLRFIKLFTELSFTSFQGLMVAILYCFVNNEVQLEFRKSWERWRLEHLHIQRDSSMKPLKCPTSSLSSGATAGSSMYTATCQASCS
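Cells are plated, allowed 12 hours at 37 deg C, then treated with compounds for 24 hr before luciferase detection reagent is added and luminescence is read after 12 min at room temperature. The HEK293 line carries constitutively active GLP-1R with a cAMP-responsive reporter.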
D3 ag: agonists of human D3 dopamine receptor; P35462; D3R DiscoveRx beta-arrestin cells, luminescence, 90 min; max activation, %; 410,000 compounds, 0.58% hits; AID 652048; in the data active means max activation above about 30%; further: 0% is about no effect; mostly tested at two doses, the higher about 12 µM
Target sequence (P35462 whole entry, looked up): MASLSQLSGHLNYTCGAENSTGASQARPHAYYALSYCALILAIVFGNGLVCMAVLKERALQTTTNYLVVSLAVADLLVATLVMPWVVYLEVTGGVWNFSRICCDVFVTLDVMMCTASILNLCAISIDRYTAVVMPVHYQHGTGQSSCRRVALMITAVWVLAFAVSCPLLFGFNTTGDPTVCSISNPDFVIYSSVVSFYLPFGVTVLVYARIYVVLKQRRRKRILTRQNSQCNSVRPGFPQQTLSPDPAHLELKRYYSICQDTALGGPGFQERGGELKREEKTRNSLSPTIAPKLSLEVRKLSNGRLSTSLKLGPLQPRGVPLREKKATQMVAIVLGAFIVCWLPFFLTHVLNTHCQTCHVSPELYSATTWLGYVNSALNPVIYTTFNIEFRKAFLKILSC
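Cells at 1500/well, incubated overnight, then treated with pinned compounds (dopamine as control) for 90 min at 37 degrees C. DiscoveRx reagent added for 30 - 60 minutes at room temperature; luminescence read.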
HEK293 tox: cytotoxicity in counter-screen for GLP-1R inverse agonists | 410,000 compounds, 0.13% hits | HEK293 cAMP-luciferase reporter cells, luminescence, 24 h | Potency, µM (top dose mostly 38.3 µM), for inactives: at the top dose activity change, negative = inhibition, hits mostly inhibitors;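 further: loss of luciferase light is scored as toxicity; potency means the concentration at half of the fitted maximal effect; on the % scale 0 is the no-effect control and ±100 the full control effect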
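Compound-treated cells are incubated 24 hr at 37 deg C under 5% CO2 after a 12 hour attachment period, then luciferase detection reagent is added and luminescence is measured following 12 min at room temperature; lowered signal indicates toxicity.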
* hit, by the source's call; ? = inconclusive; [ ] = dose if it differs, or a comment. Unless noted, the call rests on the fitted dose curve; in most records, active means well fitted curve in the direction sought with a large enough effect; inconclusive means small, poorly fitted or top-dose-only effect, or another doubt; inactive means no such curve, though single readings can be large; an effect the other way counts as inactive or inconclusive.

The line under a structure holds: GLP1R inv ag, D3 ag, HEK293 tox
> CCOC(=O)C1CCN(C(=O)CN2c3ccc(CC)cc3-c3ccccc3S2(=O)=O)CC1
→ -18%, -11, 2%
> COC(=O)c1ccccc1NC(=O)N1CCC(n2c(C)nc3cccnc32)CC1
→ 1%, 3, -1%
> COCCCNC(=O)c1ccc2c(c1)N(Cc1ccccc1)C(=O)c1ccccc1S2
→ -11%, -11, -2%
> Cc1cc(C(=O)N2CCN(c3ccccc3F)CC2)c2c(C)nn(-c3ccccc3)c2n1
→ ?, 10, -5%
> Cc1c(NC(=O)Cc2ccc(F)cc2)cccc1-c1nc2cccnc2s1
→ 5%, -7, 1%
> Fc1ccc(CN2CCc3nc(N4CCN(c5ccccc5F)CC4)ncc3C2)c(F)c1
→ -1%, -13, 0%
> CCOC(=O)c1ccc2c(c1)N(Cc1cccc(C(F)(F)F)c1)C(=O)c1ccccc1S2(=O)=O
→ 1%, 8, 2%
> COC(=O)c1ccc(Cl)cc1NC(=O)N1CC=C(c2c[nH]c3ccccc23)CC1
→ -6%, 3, 34%[activator]
> O=C(NCCc1csc(-c2cccc(F)c2)n1)c1cccs1
→ -28%, -9, -3%
> Cc1c(C(=O)OC2CCCCCC2)[nH]c2c1C(=O)CC(c1ccccc1)C2 (configuration not stated)
→ ?, -3, -7%
> Cc1ccc(-n2cnc3cc(C(=O)NCc4ccc(F)cc4)ccc32)c(C)c1
→ ?, -12, 0%
> Cc1nc(-c2ccc(F)cc2)sc1CCNC(=O)c1ccccc1C(F)(F)F
→ ?, -8, -21%
> CCc1ccccc1NC(=O)Cn1ncc2c(C)n(Cc3ccccc3F)c(C)c2c1=O
→ 16%, 3, -7%
> Cc1ccc2nc(NC(=O)CSc3[nH]c(=O)ncc3C)sc2c1
→ 5%, -2, 0%
> CC(NC(=O)C(=O)Nc1c2c(nn1-c1ccccc1)CSC2)c1ccccc1 (configuration not stated)
→ 12%, -6, 9%
> CC(=O)c1ccc(NC(=O)CSc2nnc3ccc(-c4ccc(F)cc4)nn23)cc1
→ -3%, 5, -18%
> O=C(NCCCc1nc2ccccc2n1Cc1ccc(Cl)cc1)c1ccco1
→ -10%, -11, 10%
> COc1ccc(-n2cc(C(=O)Nc3cc(F)ccc3F)c3ccccc3c2=O)cc1
→ ?, -1, 2%
> COc1cc(NS(=O)(=O)c2ccc(NC(=O)COc3ccc(Cl)cc3Cl)cc2)nc(OC)n1
→ -1%, 5, 0%
> COc1ccc(NC(=O)C(C)n2nc(-c3cc(C)ccc3C)c3c(c2=O)CCCC3)cc1 (configuration not stated)
→ ?, -8, -8%
> COc1cc(Cl)c(C)cc1NC(=O)c1cnn(-c2ccc(C)cc2)c1-n1cccc1
→ 3%, -11, -1%
> CCN(CC)c1ccc(-c2nc(-c3ccncc3)no2)cc1[N+](=O)[O-]
→ -10%, 6, -5%
> O=c1c2ccccc2n(Cc2cccc(Cl)c2)c(=O)n1Cc1ccccc1
→ -14%, -25, 0%
> CCN(c1ccccc1)S(=O)(=O)c1ccc(NC(=O)c2cc(=O)c3cc(C)c(C)cc3o2)cc1
→ 1%, 5, -2%
> Cc1ccc(Cn2cnc3nc4c(cc3c2=O)CC(C)CC4)cc1 (configuration not stated)
→ 40%[activator], -4, 6%
> COc1ccc(C(CNC(=O)COc2cc(C)cc(C)c2)N2CCCCC2)cc1 (configuration not stated)
→ ?, -21, 1%
> CCS(=O)(=O)N1CCc2cc(C(=O)NCc3ccccc3Cl)ccc21
→ 10%, -8, -6%
> O=C(NCc1ccccc1F)C(=O)NCC(c1cccs1)S(=O)(=O)c1cccs1 (configuration not stated)
→ -14%, -8, 2%
> COc1ccc(-c2ccc(NS(=O)(=O)c3ccc(F)c(C(F)(F)F)c3)cc2)nn1
→ -22%, 5, 1%
> Cc1ccc(C)c(N2CCN(Cc3csc(C)c3C)CC2)c1
→ ?, -36, -13%
> CCC(=O)N1CCc2cc(S(=O)(=O)NC(Cc3ccccc3)C(=O)Nc3ccc(Cl)cc3)ccc21 (configuration not stated)
→ 4%, 2, 0%
> Cc1ccc(C)c(N2CCN(S(=O)(=O)c3ccc(-c4cc(C(F)(F)F)on4)s3)CC2)c1
→ 4%, -9, 0%
> Cn1cc(-c2cc3n(n2)CCC(=O)N3CCCC(=O)Nc2ccccc2Cl)c2ccccc21
→ -10%, -9, -19%
> CC(=O)c1cccc(NC(=O)CCc2c(C)nc3nc(CN)nn3c2C)c1
→ -17%, 9, -5%
> CCSc1nc2n(n1)C(c1ccc(Cl)cc1Cl)C(C(=O)Nc1ccccc1C)=C(C)N2 (configuration not stated)
→ 15%, -5, 0%
> Cc1ccsc1CN(C(=O)c1oc2ccccc2c1C)C1CCS(=O)(=O)C1 (configuration not stated)
→ -27%, -6, -9%
> CC(C)(C)OC(=O)N1CCC(c2c(C(=O)NCc3ccc(F)cc3)cnn2-c2ccc(F)cc2)CC1
→ 3%, 7, 15%
> COc1ccc(-c2cc(C(=O)Oc3ccc(C#N)cc3)no2)cc1
→ 27%, 4, 8%
> COC(=O)c1scc(-c2ccc(C)cc2)c1S(=O)(=O)Nc1ccc(F)cc1F
→ ?, 5, -12%
> CCc1c(C)sc2c1CCN(C(=O)Nc1ccccc1C(=O)OC)C2c1ccc(OC)cc1 (configuration not stated)
→ 7%, 10, 8%
> O=S(=O)(NCCc1csc(-c2ccc(F)cc2)n1)c1ccc(F)cc1F
→ ?, -25, -9%
> CCc1cccc(NS(=O)(=O)c2ccc3c(c2)CC(C)N3C(=O)C2CC2)c1 (configuration not stated)
→ ?, 3, -2%
> CCCCn1c(=O)c2oc3ccccc3c2n(Cc2ccc(C)cc2)c1=O
→ 5%, -22, 0%
> Cc1cccc2sc(N(Cc3cccnc3)C(=O)c3cccs3)nc12
→ -21%, -8, -3%
> CCc1ccc(NC(=O)Cn2c(=O)n(-c3cccc(OC)c3)c(=O)c3c(C)c(C(=O)N(C)C)sc32)cc1
→ 3%, 8, 1%
> O=c1c(=O)n(-c2ccccc2)ccn1Cc1cccc(C(F)(F)F)c1
→ -2%, -6, 2%
> CCOc1ccc(NC(=O)c2c(NCc3cccnc3)sc3c2CCCC3)cc1
→ 7%, 6, -2%
> O=C(Nc1ccccc1)N(Cc1cccs1)c1ccc(F)cc1
→ ?, -14, -28%
> COc1ccccc1NC(=O)c1sc2nc3n(c(=O)c2c1C)N=C(c1cccc(Br)c1)CS3
→ 11%, -1, 6%
> Cc1ccc(-n2nc(C)c3c(C)cc(=O)n(CC(=O)NC(C)C)c32)cc1
→ 3%, -18, -1%

The results go on.
The line under a structure holds: GLP1R inv ag, D3 ag, HEK293 tox
> CCOC(=O)C1CCC(CN(Cc2ccc(OC)cc2)S(=O)(=O)c2ccc(F)c(C(=O)Nc3cc(Cl)ccc3OC)c2)CC1 (configuration not stated)
→ ?, -19, 21%
> O=S(=O)(c1ccc(Cl)cc1)c1nc(-c2ccccc2Br)oc1NCc1ccccc1
→ ?, -27, 0%
> Cc1ccc2oc3c(c(=O)c2c1)C(c1ccc(F)cc1)N(Cc1ccc2c(c1)OCO2)C3=O (configuration not stated)
→ 7%, -7, 1%
> Cc1cccc(CNC(=O)C2CCN(c3nc4ccc(Cl)cc4[nH]3)CC2)c1
→ ?, 5, -5%
> CCc1ccc(NC(=O)CN2C(=O)C(c3ccc(Cl)cc3)=NC23CCCCC3)cc1
→ 11µM*, 6, -9%
> CCc1ccc(NC(=O)CCCc2nc(-c3ccco3)no2)cc1
→ -17%, -4, 10%
> Cc1cccc(NC(=O)Cn2c(=O)n(Cc3ccccc3)c(=O)c3oc4ccccc4c32)c1C
→ -4%, 2, -2%
> Cc1cccc(CSCCNC(=O)CN(c2ccccc2)S(=O)(=O)N(C)C)c1
→ -20%, -7, 1%
> O=C(Nc1ccc2oc(-c3cccnc3)nc2c1)c1ccc(-c2cccc(Cl)c2)o1
→ 4%, -1, 1%
> Cc1ccc(Cl)cc1NC(=O)/C(C#N)=C/c1c(C)n(Cc2ccccc2)c2ccccc12
→ 12%, -10, 2%
> CC(=O)Nc1ccc(S(=O)(=O)N2CCC(N3CCN(Cc4ccc(C)cc4)C(=O)C3=O)CC2)cc1
→ 1%, 5, -13%
> COC(=O)c1cc2oc3ccccc3c2n1Cc1cccc(C)c1
→ 2%, -20, 13%
> COc1cccc(C(=O)Nc2ccc(Cl)c(-c3nc4ccccc4[nH]3)c2)c1
→ ?, -6, ?
> Cc1ccc(CCNC(=O)c2cnc3c(C)cccn3c2=O)cc1
→ 2%, 4, 5%
> O=C(Nc1ccc(Cl)cc1)C(NS(=O)(=O)c1cccs1)c1ccccc1 (configuration not stated)
→ ?, -5, -12%
> CCN(C(=O)c1nn(-c2ccc(OC)c(Cl)c2)c(=O)c2c1c1ccccc1n2C)c1cc(OC)ccc1OC
→ -8%, -1, 0%
> CCn1c2ccccc2c2cc(CN3CCN(Cc4ccc(Cl)cc4)CC3)ccc21
→ ?, -39, -21%
> CCN(CC)CCCNC(=O)c1nn(-c2ccc(C)cc2)c(=O)c2c1c1ccccc1n2C
→ ?, -18, 23%
> COc1cccc(C(=O)NC2=NC(c3ccc(N(C)C)cc3)CC(=O)N2)c1 (configuration not stated)
→ 5%, 7, 9%
> O=C(NNc1ncnc2c1cnn2-c1ccccc1)c1cccc(Cl)c1
→ 6%, -4, 1%
> O=C(OCc1cc(=O)n2nc(-c3cccs3)sc2n1)c1cccc(Cl)c1
→ 11%, -13, 7%
> COc1ccc(C2(N3CCN(c4cccc(C)c4C)CC3)C(=O)c3ccccc3C2=O)cc1
→ 4%, 0, 2%
> COc1ccc(C(=O)NCc2ccc3c(c2)CCN3C(C)=O)cc1OC
→ 2%, 6, -2%
> COc1ccc(S(=O)(=O)Nc2cccc(-c3ccc(N4CCCC4)nn3)c2)cc1F
→ -14%, 1, -11%
> CCCSc1ncc(Cl)c(C(=O)Nc2ccc(CC)cc2)n1
→ ?, 4, 10%
> Cc1ccc2c(c1)N(C(=O)N1CCC(C(=O)NC3CCCCCC3)CC1)CCO2
→ 1%, -8, -7%
> CCCCN(CC)Cc1ccc(CNS(=O)(=O)c2cc3c(cc2Cl)NC(=O)CO3)o1
→ -8%, -19, 3%
> CCOC(=O)c1cc(S(=O)(=O)NCc2ccc(OC)cc2)[nH]n1
→ 5%, 5, 3%
> Cc1ccc2c(CN3CCN(Cc4ccccc4Cl)CC3)cc(=O)oc2c1
→ 0%, -36, 7%
> CCN(CC)c1ccc(NC(=O)c2sc3nc4c(cc3c2N)CN(C)CC4)cc1
→ 10%, 8, -6%
> Cc1ccc(NC(=O)c2ccc(-n3c(C)nnc3C)cc2)cc1F
→ 5%, -12, 14%
> c1ccc(-c2noc(-c3cccnc3NCc3ccco3)n2)cc1
→ 68%[activator], 2, 8%
> CC1=Nc2cc(C(=O)NC(C)C)ccc2Sc2ccc(C)cc21
→ ?, -8, -14%
> CN(C(=O)CSc1cn(CC(=O)N2CCCC2)c2ccccc12)c1ccccc1
→ -23%, 0, ?
> CC1CCN(S(=O)(=O)c2ccc3c(c2)c(=O)c(C(=O)N2CCN(c4cccc(Cl)c4)CC2)cn3C)CC1
→ 11%, -5, -4%
> CN(C(=O)CSc1nc2ccccc2[nH]1)c1ccc(F)cc1
→ 10%, 3, 0%
> Cc1ccc(-c2cn3ccc(C)cc3n2)cc1
→ ?, 2, -2%
> Cc1ccccc1NC(=O)c1c(C)oc2ccc(O)c(CN3CCCCCC3)c12
→ ?, -30, -2%
> CCOc1ccccc1CNC(=O)CCn1ccc2cc(S(=O)(=O)N3CCC(C)CC3)ccc21
→ ?, -9, -7%
> CCCCOc1ccc(Cn2c(=O)sc3ccccc32)cc1OC
→ ?, 0, -1%
> COc1ccc(-c2nc3ccccc3s2)cc1NC(=O)c1cccc(F)c1
→ 7%, 6, -4%
> CCCCN(CC)CCNC(=O)Cn1c(=O)c2cccn2c2cccnc21
→ 3%, -17, 24%
> COc1ccccc1NC(=O)c1c(NC(=O)c2ccccc2Cl)sc2c1CCC2
→ -8%, 2, -3%
> CC(=O)Nc1ccc(-c2nnc3n(Cc4ccc(C)cc4)c(=O)c4ccccc4n23)cc1
→ 5%, -1, -1%
> COc1ccc(OCc2ccc(-c3nc(C#N)c(N4CCC(C)CC4)o3)o2)cc1
→ ?, -11, 15%
> COc1ccc(OC)c(CCNC(=O)C(C)n2c(C)c3cnn(-c4ccccc4)c(=O)c3c2C)c1 (configuration not stated)
→ 6%, -14, -10%

Part of the list above in order of number of heavy atoms, rising.
The line under a structure holds: GLP1R inv ag, D3 ag, HEK293 tox
> O=C(NCCc1csc(-c2cccc(F)c2)n1)c1cccs1
→ -28%, -9, -3%
> CCCCOc1ccc(Cn2c(=O)sc3ccccc32)cc1OC
→ ?, 0, -1%
> CCCCN(CC)CCNC(=O)Cn1c(=O)c2cccn2c2cccnc21
→ 3%, -17, 24%

These rows are one share of the data (hit frequency here may not be typical).
